AmpC no deterg – blocks E. coli AmpC beta-lactamase in detergent-free assay; P00811; AmpC nitrocefin hydrolysis, absorbance 480 nm, 0.0001% Triton; Potency, µM (highest dose often 57.1 µM), without a hit: at the highest dose activity change, negative = inhibition, most hits filed as inhibitors; actives 0.52% (n = 330,000);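 note: potency is the fitted concentration of half-maximal effect; plate controls were no compound for no effect and no enzyme for full effect; nearly all actives have a fitted effect of over 20% in size; some results filed as inactive show a strong effect at the top dose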
Target sequence (P00811 whole entry, looked up): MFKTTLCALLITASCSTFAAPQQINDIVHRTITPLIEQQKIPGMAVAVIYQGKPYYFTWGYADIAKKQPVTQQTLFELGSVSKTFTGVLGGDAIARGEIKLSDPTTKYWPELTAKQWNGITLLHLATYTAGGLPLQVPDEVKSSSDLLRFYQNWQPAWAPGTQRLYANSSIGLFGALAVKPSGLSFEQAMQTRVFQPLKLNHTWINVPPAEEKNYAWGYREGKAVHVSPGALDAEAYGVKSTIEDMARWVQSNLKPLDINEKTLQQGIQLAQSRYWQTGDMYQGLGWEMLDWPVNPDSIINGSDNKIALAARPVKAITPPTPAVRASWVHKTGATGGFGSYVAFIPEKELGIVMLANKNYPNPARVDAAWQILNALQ
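AmpC (5.3 nM in the dispensed reagent) in 20 mM phosphate pH 7.0 with 0.01% (detergent screen) or 0.0001% Triton X-100 was preincubated with compounds for 15 min at room temperature. Nitrocefin was then added from an 800 uM solution, and hydrolysis was followed at 480 nm.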
HCMV inh – blocks human cytomegalovirus replication; activity change, negative = inhibition, % at 57.5 µM; HFF cells, HCMV-luciferase reporter, 72 h; active compounds read low; actives 4.5% (n = 410,000); in the data active = activity change below about -60%; inconclusive = no clear call, values can overlap the other calls; inactive = above about -39%
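Steps: HFFs plated, 16 h 37C; compounds added; HCMV-luciferase added to MOI 1 PFU/cell; 72 h 37C; OneGlo reagent, 5 min room temperature; luminescence read, normalized to controls.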
AmpC detergent – blocks E. coli AmpC beta-lactamase in detergent assay; P00811; AmpC hydrolysis of nitrocefin, absorbance 480 nm, 0.01% Triton; Potency, µM (highest dose often 114 µM), for the others: top-dose activity change, negative = inhibition, usual class: inhibitors; actives 0.041% (n = 370,000); AID 485294;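 note: potency is the fitted concentration of half-maximal effect; 0% = no-compound wells and -100% = no-enzyme wells; nearly all actives have a fitted effect of over 25% in size; some results filed as inactive show a strong effect at the top dose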
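AmpC (5.3 nM in the dispensed reagent) in 20 mM phosphate pH 7.0 with 0.01% (detergent screen) or 0.0001% Triton X-100 was preincubated with compounds for 15 min at room temperature. Nitrocefin was then added from an 800 uM solution, and hydrolysis was followed at 480 nm.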
AMA1-RON2 inh – AMA1-RON2 (P. falciparum) interaction inhibition | AID 720542 | actives 0.2% (n = 360,000) | AlphaScreen AMA1-biotinylated RON2 peptide binding | Potency, µM (highest dose often 58.2 µM), for inactives: top-dose activity change, negative = inhibition, actives largely listed as inhibitors;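 note: potency is the fitted concentration of half-maximal effect; 0% = vehicle wells and -100% = peptide control; nearly all actives have a fitted effect of over 45% in size; some results filed as inactive show a strong effect at the top dose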
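AMA1 (3D7) with his tag at 25 nM final met compounds first, then biotinylated RON2 peptide at 25 nM; detection used donor plus acceptor beads, 10 µg/mL apiece, read by AlphaScreen after 30 min at room temperature.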
LmPK inh – inhibitors of Leishmania mexicana pyruvate kinase; Q27686; purified LmPK, Kinase-Glo ATP luminescence, 1 h; Potency, µM (series often up to 57.5 µM), without a hit: at the top dose activity change, negative = inhibition, most hits filed as inhibitors; actives 0.37% (n = 290,000); AID 1721; note: potency is the fitted concentration of half-maximal effect
Target sequence (Q27686 whole entry, looked up): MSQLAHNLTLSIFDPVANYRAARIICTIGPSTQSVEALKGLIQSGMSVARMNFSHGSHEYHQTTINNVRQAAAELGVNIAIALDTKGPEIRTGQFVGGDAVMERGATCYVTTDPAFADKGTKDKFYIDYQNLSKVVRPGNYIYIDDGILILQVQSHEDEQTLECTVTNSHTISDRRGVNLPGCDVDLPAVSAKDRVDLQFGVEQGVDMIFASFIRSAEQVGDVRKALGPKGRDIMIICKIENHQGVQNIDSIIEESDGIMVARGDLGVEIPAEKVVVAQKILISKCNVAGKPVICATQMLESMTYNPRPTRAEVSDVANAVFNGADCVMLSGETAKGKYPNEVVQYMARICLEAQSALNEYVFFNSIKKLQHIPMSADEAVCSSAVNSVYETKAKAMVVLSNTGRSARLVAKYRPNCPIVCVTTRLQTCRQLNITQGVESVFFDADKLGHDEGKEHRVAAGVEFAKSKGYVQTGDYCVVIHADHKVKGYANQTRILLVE
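qHTS format; LmPK 0.1 nM; substrates PEP 0.5 mM and ADP 0.1 mM. One-hour room-temperature incubation, then coupled luciferase luminescence; 0.5 nM enzyme wells mark activation.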
Tb PYK inh – blocks Trypanosoma brucei pyruvate kinase | TbPYK enzyme, Kinase-Glo Plus ATP luminescence, 45 min | Potency, µM (doses to about 76.8 µM), inactives show at the highest dose activity, negative = inhibition, most hits filed as inhibitors | actives 0.12% (n = 410,000) | AID 624173; note: potency is the fitted concentration of half-maximal effect; nearly all actives have a fitted effect of over 50% in size
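Quantitative HTS: titrated library compounds versus trypanosomal pyruvate kinase in TEA buffer (pH 7.2) containing KCl, MgCl2, BSA and Tween-20. Reactions were initiated with ADP, 130 uM final. Kinase-Glo Plus luminescence was read after 45 min at RT.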
Sm TGR block – inhibitors of Schistosoma mansoni thioredoxin glutathione reductase | Q962Y6 | purified TGR, DTNB reduction, TNB absorbance 405 nm | Potency, µM (doses to about 114 µM), for inactives: top-dose activity change, negative = inhibition, hits mostly inhibitors | actives 3% (n = 360,000); note: potency is the fitted concentration of half-maximal effect; nearly all actives have a fitted effect of over 60% in size
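Kinetic colorimetric format: TGR-catalysed, NADPH-driven DTNB reduction monitored via TNB absorbance. Enzyme dispensed at 20 nM; compound exposure 15 min at room temperature before reaction start.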
Active calls of the source: *; ? = inconclusive; . = no result given; & = joins results of further samples; [ ] = dose if it differs, or a comment. Unless noted, calls come from the whole dose curve; as a rule, active = well fitted curve in the direction sought with a large enough effect; inconclusive = small, poorly fitted or top-dose-only effect, or another doubt; inactive = no such curve, though single readings can be large; an effect the other way counts as inactive or inconclusive. Unless noted, % is set by controls: 0 for no effect and ±100 for the full control effect.

SMILES	AmpC no deterg	HCMV inh	AmpC detergent	AMA1-RON2 inh	LmPK inh	Tb PYK inh	Sm TGR block
COc1ccc(C(CC(=O)O)NC(=O)COc2ccc(C)cc2)cc1OC (stereo not drawn)	-21%	-21	?	10%	-2%	5%	-9%
C=CCN1C(=O)/C(=C/c2ccsc2)SC1=S	-15%	-37	1%	3%	4%	0%	-4%
Cc1cccc(CSc2nc3sc(C)c(C)c3c(=O)n2Cc2ccco2)c1	-14%	-8	-13%	-6%	2%	.	-22%
Cn1c(=O)c2c(=O)cc(NNC(=O)CC#N)[nH]c2n(C)c1=O	-36%	30	-1%	-6%	4%	7%	.
CCOC(=O)CSc1nnc(Cn2c(=O)sc3ccccc32)n1C	-8%	4	?	5%	-3%	-4%	-9%
O=C(COc1ccc([N+](=O)[O-])cc1)Nc1ccccc1C(=O)NC1CC1	-23%	-20	?	-3%	.	2%	-2%
CC(NC(=O)Nc1ccc2c(c1)OCO2)c1ccncc1 (stereo not drawn)	-16%	-33	-12%	-23%	-1%	2%	.
CN(C)S(=O)(=O)c1ccc(NC(=O)N2CCN(c3ccccc3)CC2)cc1	-1%	25	4%	-2%	7%	0%	1%
O=C(NC(=S)/C(=C1\CCCCCN1)[N+](=O)[O-])c1ccccc1	-14%	.	.	-3%	.	-15%	.
Cc1nnc(SCC(=O)Nc2cccc(S(N)(=O)=O)c2)n1-c1ccccc1	-1%	-7	-1%	7%	-2%	-4%	9%
CCCCN1C(=N)N([C@@H](C)CN2CCC[C@H]2CN2C(N)=NC[C@H]2C(C)C)C[C@H]1[C@H](C)CC	15%	-14	.	7%	.	-2%	.
CCOc1ccc(N2CC(C(=O)NCc3ccc4c(c3)OCO4)CC2=O)cc1 (stereo not drawn)	-9%	28	-2%	9%	-11%	-5%	11%
CCOC(=O)[C@]12CCC=C1N(Cc1ccco1)C(=O)[C@H](CC(=O)NCc1cccc(C(F)(F)F)c1)C2	.	42	.	36%[activator]	.	-10%	.
Cc1ccc(S(=O)(=O)N2CCN(C(=O)CCC(=O)NC3CCCc4ccccc43)CC2)cc1 (stereo not drawn)	87%[activator]	25	?	-8%	5%	5%	6%
CN(C)CCN(C(=O)c1ccco1)c1nc2c(F)cc(F)cc2s1	.	13	6%	.	.	-9%	0%
C=CCn1c(N2C(=O)CC(Cc3ccccc3)C2=O)nc2ccccc21 (stereo not drawn)	1%	44	3%	24%	0%	.	14%
Cc1cc(C)n2nc(C(=O)N/N=C/c3cccc(Cl)c3)nc2n1	-19%	-2	4%	104%[activator]	-5%	-5%	7%
CN1CCN(c2ccc(NC(=O)COc3ccccc3)cc2Cl)CC1	60%[activator]	57	-9%	17%	-1%	-16%	6%
O=C(c1cnn2c(C(F)(F)F)cc(-c3ccco3)nc12)N1CCc2ccccc2C1	18%	60	-8%	14%	1%	-1%	13µM*
COc1ccc(OC)c(NC(=O)CSc2nnc(-c3ccco3)n2-c2ccccc2)c1	23%	.	-1%	-3%	3%	2%	-10%
Cc1nc2sc(C(c3ccccc3)N3CC(C)OC(C)C3)c(O)n2n1 (stereo not drawn)	3%	43	0%	7%	1%	-12%	5%
CC(C)N1CCN(Cc2ccc(Oc3ncccn3)cc2)CC1CCO (stereo not drawn)	-12%	-14	2%	22%	-8%	-14%	2%[57.1 µM]
CCOCc1nnc(NC(=O)CCS(=O)(=O)Cc2ccccc2)s1	-2%	23	2%	4%	-6%	1%	-15%
CCC(=O)N1CCc2cc(S(=O)(=O)CCC(=O)N3CCN(c4ccc(C(C)=O)cc4)CC3)ccc21	-5%	-31&-19	?	-2%	-1%	-7%&-4%	4%&0%
Cc1ccc(-c2csc3ncn(/N=C/N(C)C)c(=O)c23)o1	-17%	6	0%	1%	-1%	-11%	?

Entries above that have a thiophene ring, fused or not, in the order listed:
SMILES	AmpC no deterg	HCMV inh	AmpC detergent	AMA1-RON2 inh	LmPK inh	Tb PYK inh	Sm TGR block
C=CCN1C(=O)/C(=C/c2ccsc2)SC1=S	-15%	-37	1%	3%	4%	0%	-4%
Cc1cccc(CSc2nc3sc(C)c(C)c3c(=O)n2Cc2ccco2)c1	-14%	-8	-13%	-6%	2%	.	-22%
Cc1ccc(-c2csc3ncn(/N=C/N(C)C)c(=O)c23)o1	-17%	6	0%	1%	-1%	-11%	?

Compound profiles, from the list above:
COc1ccc(C(CC(=O)O)NC(=O)COc2ccc(C)cc2)cc1OC (stereo not drawn) in the list: AmpC no deterg: -21%; HCMV inh: -21; AmpC detergent: ?; AMA1-RON2 inh: 10%; LmPK inh: -2%; Tb PYK inh: 5%; Sm TGR block: -9%
O=C(c1cnn2c(C(F)(F)F)cc(-c3ccco3)nc12)N1CCc2ccccc2C1 in the list: AmpC no deterg: 18%; HCMV inh: 60; AmpC detergent: -8%; AMA1-RON2 inh: 14%; LmPK inh: 1%; Tb PYK inh: -1%; Sm TGR block: 13µM*

Additional records follow:
SMILES	AmpC no deterg	HCMV inh	AmpC detergent	AMA1-RON2 inh	LmPK inh	Tb PYK inh	Sm TGR block
COC(=O)c1nn(-c2cccc(C(F)(F)F)c2)c(=O)cc1Sc1ccccn1	17%	-17	-2%	-9%	2%	0%	0%
Cc1cc(=S)n(-c2ccccc2)n1C	-12%	-8	3%	-3%	0%	-20%	6%
O=C(CNC(=O)c1cnccn1)Nc1ccc(F)c(F)c1F	-2%	-3	-3%	99%[activator]	4%	-11%	-5%
O=[N+]([O-])c1cc2c(cc1/C=N\NS(=O)(=O)c1ccccc1)OCO2	-7%	-84*	-4%	1%	0%	-15%	-16%
Clc1ccc(Oc2cnns2)c(Cl)c1	-15%	5	7%	11%	7%	3%	7%
CCOC(=O)C1CCCN(C(=O)Cn2sc3nc(C)cc(C)c3c2=O)C1 (stereo not drawn)	14µM*	.	45µM*	11%	2%	?	?
CC(NC(=O)COC(=O)c1cc(Cl)ccc1O)C1CC2CCC1C2 (stereo not drawn)	-29%	-4	-5%	-4%	.	1%	-18%
CCOC(=O)c1c(NC(=O)c2cc(C)on2)c2cc([N+](=O)[O-])ccc2n1C	-12%	.	3%	-14%	0%	-4%	3%
CCOC(=O)CSc1nnc(CNC(=O)c2cccc(C)c2)n1-c1ccccc1OC	6%	17	-4%	-9%	-2%	-3%	-2%
CCn1c(CNC(=O)COc2ccc(C(C)C)cc2)nnc1SCC(=O)Nc1ccccc1C(C)C	110%[activator]	?	-6%	-16%	3%	-16%	4%
O=c1oc2ccccc2c2c1nc(C(F)(F)F)n2-c1ccccc1	-27%	-9	-8%	4%	14%	-4%	0%
COc1ccc(-c2ccc3c(c2)O[C@@H](CN(C)C(=O)c2ccccc2F)[C@@H](C)CN([C@@H](C)CO)S3(=O)=O)cc1	.	-13	.	6%	.	-6%	.
Nc1c(Br)cc(Br)c2c1[nH]c(=O)c1ccccc12	.	-27	.	28%	.	1%	.
CCc1nc2ccccc2c(=O)n1-c1cccc(OC)c1	.	42	2%	2%	-1%	2%	0%
COc1ccc(Cn2cc(C(=O)c3ccccc3)c(=O)c3cc(OC)ccc32)cc1	-36%	9	-10%	7%	-1%	0%	-10%
COc1ccc2c(COC(=O)c3n[nH]c4ccccc34)cc(=O)oc2c1	-38%	?	2%	-6%	2%	-15%	-9%
FC(F)(F)c1ccc(-c2nc3ccccc3s2)cc1	.	?	.	11%	.	-11%	.
Cc1c(C(=O)Nc2ccc(S(=O)(=O)N(C)C3CCN(C)CC3)cc2)oc2ccccc12	152%[activator]	?	-10%	-10%[11.6 µM]	.	1%	-16%
COc1ccc(NC(=O)C2CCN(S(=O)(=O)c3cn(C)nc3C)CC2)cc1	-12%	3	-6%	-3%	0%	-2%	-6%
CN(NC(=O)c1ccco1)c1nc2ccccc2nc1C(F)(F)F	-8%	-7	9%	-7%	-5%	-1%	22%
Cc1ccc(C)n1-c1ccncc1	-14%	1	?	4%	3%	-12%	?
CNC(=O)c1ccc(NC(=O)CCNC(=O)Nc2ccccc2)cc1	-14%	-5	-15%	1%	.	-3%	6%
CCCCN1C2CCCC1CC(NC(=O)c1cccc(Cl)c1)C2 (stereo not drawn)	-19%	5	-17%	0%	-2%	-3%	-10%
Cc1cccc(N(CC(=O)NC(C)c2ccccc2)S(=O)(=O)c2ccccc2)c1C (stereo not drawn)	.	-20	-2%	.	.	-10%	-1%
CC1CCCCN1S(=O)(=O)c1ccc(-n2cnnn2)cc1 (stereo not drawn)	-1%	-2	-12%	-1%	14%	-2%	4%
(listing goes on)
SMILES	AmpC no deterg	HCMV inh	AmpC detergent	AMA1-RON2 inh	LmPK inh	Tb PYK inh	Sm TGR block
CSc1nsc(SCC(=O)Nc2ccccn2)n1	?	59	-2%	3%	1%	-6%	-5%
CCC(=O)N1CCc2cc(Br)cc(S(=O)(=O)N3CCN(c4ccccc4)CC3)c21	.	11	-8%	.	.	-2%	-6%
Cc1ccc2nc(Cl)c3cc(C(=O)NC4CCCCC4)sc3c2c1	.	-9	-1%	.	.	-7%	-4%
COc1cc2c(cc1OC)C(c1ccc(Br)cc1)N(C(=O)c1ccccc1C(=O)O)CC2 (stereo not drawn)	-1%	26	?	0%	1%	4%	-26%
CCc1nnc(N/N=C/c2cccs2)n1N	-30%	36	-7%	37%[activator]	0%	-7%	-5%
Cc1cccc(NC(=O)c2c(NC(=O)c3ccccc3)sc3c2CCCC3)c1	.	-26	-9%	.	.	?	-9%
CSc1ccccc1NC(=O)CSc1nnc(CNC(=O)c2ccccc2F)n1C	-19%	-7	-5%	25%	-1%	1%	3%
CCOC(=O)c1c(C)nc2c(c1-c1ccccc1)C(=O)CCC2	4%	53	-14%	-3%	2%	-7%	-11%
CCOCCCN(Cc1ccco1)S(=O)(=O)c1csc(C(N)=O)c1	-19%	-36	0%	6%	5%	0%	0%
COC(=O)C(O)(c1ccc(NC(=O)Oc2ccccc2)cc1)C(F)(F)F (stereo not drawn)	-16%	-29	-14%	23%	-1%	-2%	-8%
Nn1c(SCC(=O)N2CCCC2=O)nnc1-c1cccs1	-9%	-22	?	0%	.	2%	-1%
O=C(CCNC(=O)c1ccc([N+](=O)[O-])cc1)NCCc1ccccc1	-16%	17	-1%	-2%	4%	-9%	2%
Cc1ccccc1Nc1nnc(SCC(=O)c2c(N)n(C)c(=O)n(C)c2=O)s1	-23%	2	7%	-20%	12%	-5%	-3%
O=C(Nc1ccccc1C(F)(F)F)N1CCCC(O)C1 (stereo not drawn)	-10%	58	-13%	1%	3%	2%	2%
COc1cc([N+](=O)[O-])ccc1NC(=S)Nn1cnnc1	-14%	-21	-1%	18%	-12%	-15%	-15%

Screens deposited in PubChem BioAssay by National Center for Advancing Translational Sciences (NCATS).
